Screening data deposited in PubChem BioAssay by The Scripps Research Institute Molecular Screening Center.
OX1R antag-1: OX1R (HCRTR1) antagonists, primary screen, fluorescence, CHO/OX1R cells, Fluo-8 calcium, orexin A | Fluo-8 calcium fluorescence | AID 434989, 2010 | Orexin/Hypocretin receptor type 1 (Homo sapiens), O43613 | 330,000 compounds, 0.43% hits | inhibition, % at 5 µM;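 active = inhibition above its plate's threshold, mean inhibition of all tested compounds on the plate plus 3 SD, cut at about 37% in these data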;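 note: 0% = orexin A challenge wells and 100% = SB-334867-A antagonist wells; not every result past the cut was called active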
Target sequence (O43613 whole entry, looked up): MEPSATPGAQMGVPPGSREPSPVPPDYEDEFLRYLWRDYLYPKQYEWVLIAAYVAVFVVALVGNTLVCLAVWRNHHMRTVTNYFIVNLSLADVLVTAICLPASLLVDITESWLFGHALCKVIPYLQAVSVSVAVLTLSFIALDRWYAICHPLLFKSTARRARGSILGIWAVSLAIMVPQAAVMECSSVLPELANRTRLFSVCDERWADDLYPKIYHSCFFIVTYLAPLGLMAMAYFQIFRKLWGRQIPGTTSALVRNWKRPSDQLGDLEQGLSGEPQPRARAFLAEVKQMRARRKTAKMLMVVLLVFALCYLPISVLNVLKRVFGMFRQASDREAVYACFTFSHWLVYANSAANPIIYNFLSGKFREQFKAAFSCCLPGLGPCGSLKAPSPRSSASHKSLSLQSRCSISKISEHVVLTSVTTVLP
OX1R antag-2: antagonists of human orexin 1 receptor (OX1R). Orexin/Hypocretin receptor type 1 (Homo sapiens), O43613. OX1R-expressing cells, FRET antagonist read-out. inhibition, % at 6.6 µM. 330,000 compounds, 1.8% hits. AID 485270, 2010; in the data active = inhibition mostly above about 38%, no sharp cut-off; inactive = mostly below about 40%;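 note: 0% = agonist challenge alone and 100% = reference antagonist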
Starred values were filed as active, the others as inactive.

Below each SMILES – OX1R antag-1, OX1R antag-2
1: COC(=O)c1c(C)[nH]c(C(=O)C(C)OC(=O)C2CC(=O)N(CCc3ccccc3)C2)c1C (configuration not stated)
→ -15, 9
2: Cc1ccc(CNC(=O)C2CCCN(C(=O)N(C)C)C2)cc1 (configuration not stated)
→ -12, 11
3: CN(C)CCN(C(=O)c1ccc(Br)s1)c1nc2cc3c(cc2s1)OCCO3
→ 2, 17
4: O=C1c2ccccc2C(=O)N1CCCCSc1nc2ccccc2c(=O)n1CCCN1CCOCC1
→ -25, 23
5: CSCC[C@H](NC(=O)CCCn1nnc2ccccc2c1=O)C(=O)O
→ -8, 11
6: COc1ccc(NC(=O)c2ocnc2C)cc1OC
→ -10, 0
7: O=S(=O)(Cc1ccco1)Cc1nc(-c2ccc(Cl)cc2)cs1
→ -1, 4
8: Cc1ccccc1NC(=O)CSc1nc2ccccc2c2nc(CCn3cncc3C)nn12
→ -19, 29
9: c1cncc(-c2nnc3n2N=C(c2cccs2)CS3)c1
→ -27, 16
10: COc1ccc(C2=CC(=O)N(Nc3ccccc3)C2=O)cc1
→ 5, 20
11: COc1cc(C#Cc2ccc3cc(C(C)(C)O)oc(=O)c3c2)cc(OC)c1
→ 41, 27
12: O=C(COC(=O)[C@H](Cc1c[nH]c2ccccc12)NC(=O)c1ccc(Cl)cc1)Nc1ccc2c(c1)OCO2
→ 34, 6
13: COc1ccc(C(=O)Nc2ccc(O)cc2C(=O)O)cc1
→ -4, 6
14: CC1=C(C(=O)Nc2ccc(F)cc2)C(c2cccc(C)c2)n2nc(CCCO)nc2N1 (configuration not stated)
→ -17, 18
15: Cc1c(-c2ccccc2)nc(-c2ccccc2)[nH]c1=O
→ -14, 40
16: Cc1ccc(OCCOC(=O)CCc2nc3ccccc3c(=O)[nH]2)cc1
→ -9, 26
17: C/C(=C\c1ccc(N)cc1)c1nc2ccccc2[nH]1
→ -24, 22
18: CCN(CC)C(=O)CN(C#N)c1nc(Cl)nc(N(C)C)n1
→ -6, 1
19: CCn1c(C)nc2cc(C(=O)N/N=C(\C)c3ccccc3O)ccc21
→ -14, 29
20: C[C@@H]1NC(=O)c2cc([N+](=O)[O-])cc(F)c2NCCC[C@@H](C(N)=O)NC(=O)[C@H](CC(N)=O)NC1=O
→ 0, 45
21: O=C(/C=C/c1ccc(F)cc1)NC(=S)Nc1ccccc1C(=O)NC1CCCCC1
→ -36, 17
22: COC(=O)COc1ccc(NC(=O)C(c2ccccc2)c2ccccc2)cc1
→ -10, 21
23: Cc1cccc(C)c1N=Cc1c(O)n(-c2nccs2)c(=O)c2ccccc12
→ -39, 21
24: CC(Sc1nc2ccccc2c(=O)n1Cc1ccco1)C(=O)c1ccccc1 (configuration not stated)
→ -28, 7
25: O=C(c1cnn2ccccc12)N1CCCc2ccccc21
→ -24, 8
26: Cc1ccc(C(CNC(=O)Nc2ccc(Cl)cc2)N2CCN(C)CC2)cc1 (configuration not stated)
→ -21, 0
27: O=c1[nH]nc(N2CCOCC2)c(=O)[nH]1
→ -8, 11
28: CC(=O)c1ccc2c(c1)OCCOCCOCCO2
→ -3, 12
29: NC(=O)C1CCN(C(=O)C2CC(=O)N(Cc3ccccc3)C2)CC1 (configuration not stated)
→ -5, 8
30: CCCn1cc([C@@H]2C[C@H]3CN(Cc4cccc(Cl)c4)C(=O)[C@]34CCCN24)c(C)n1
→ -33, 5
31: CC[C@H](C)[C@@H]1NC(=O)c2cc([N+](=O)[O-])cc(F)c2NCCCC[C@@H](C(N)=O)NC(=O)[C@H](CCCCN)NC1=O
→ 7, 23
32: C#CCOCCOCCOCCNc1nc(N2CCN(C(=O)[C@H]([C@@H](C)O)n3cc(CCCCN)nn3)CC2)nc(N2CCN(C(=O)[C@H]([C@@H](C)CC)n3cc(CCCN=C(N)N)nn3)CC2)n1
→ -24, 6
33: O=C(NCCCn1ccnc1)c1cccc(S(=O)(=O)N2CCCCCC2)c1
→ -17, 12
34: Cn1c2ccccc2c2c(C(=O)NCCCN3CCCC3=O)cn(C3CCCCC3)c(=O)c21
→ -31, 21
35: O=C(O)CC(CC(=O)N1CCN(C(=O)c2ccco2)CC1)c1ccccc1 (configuration not stated)
→ 3, 3
36: O=Cc1cn(CCOc2ccccc2)c2ccccc12
→ -18, 5
37: CC(C)C(=O)NC(=S)Nc1c(Cl)ccc2nsnc12
→ -10, 17
38: Cn1c(CN2CCN(c3ccc(Cl)cc3)CC2)nc2ccccc21
→ -14, 6
39: COc1cc(/C=N\NC(=O)c2ccc(C)nc2)ccc1OC(=O)c1ccco1
→ -22, 17
40: CN(C(=O)c1ccc(NC(=O)Cc2ccc(NC(=O)C3CCN(C(=O)C4CCCC4)CC3)cc2)cc1)C1CC1
→ 1, -5
41: Clc1ccc(Cn2ncc3c(N4CCCC4)ncnc32)cc1
→ -5, 9
42: CC1=C(Nc2ccc(C(=O)O)cc2)C(=O)c2ccccc2C1=O
→ -14, 44*
43: NC(=O)c1ccc(NC(=O)COC(=O)c2cccc(Oc3ccccc3)c2)cc1
→ 2, 21
44: CC(C)(C)NC(=O)NC(=O)CN1CCc2ccccc21
→ -7, 15
45: CN(C)c1nc(NC(C)(C)C)nc(NC(C)(C)C)n1
→ -14, 5
46: c1nnc2c3c4c(sc3ncn12)CCC4
→ -9, 30
47: O=C1Oc2ccccc2C(=O)/C1=C/N1CCN(c2ccccc2F)CC1
→ -13, 26
48: COc1ccc2sc(-c3ccccc3OC)c(-c3ccc(OC)c(F)c3)c2c1
→ -17, 2
49: CC(=O)N/N=C/c1cc(C)n(-c2ccc(Br)cc2)c1C
→ -20, 7
50: CCC(C)c1ccccc1NC(=O)c1cc2cccc([N+](=O)[O-])c2[nH]1 (configuration not stated)
→ -4, 23
51: COc1ccccc1CCNC(=O)CCSc1nc(-c2ccco2)cc(C(F)(F)F)n1
→ -40, 41
52: CCN1CCN(c2nc(-c3ccccc3)nc3ccccc23)CC1
→ -33, 6
53: Fc1cccc(Cl)c1CNCc1ccccc1Cl
→ -11, 14
54: C=CCn1c(SCc2csc(C)n2)nc2sc3c(c2c1=O)CCC(C)C3 (configuration not stated)
→ -32, 14
55: CCOc1ccc(CCNC(=O)c2nnn(CC(=O)Nc3ccc(C)cc3)c2N)cc1OCC
→ -9, -5
56: Cc1nn(C)c(C)c1S(=O)(=O)N(CC(=O)N1CCc2ccccc2C1)c1ccc(C(C)C)cc1
→ -45, 10
57: Cc1ccc(NC(=O)CCC(=O)N/N=C/C=C/c2ccccc2)cc1
→ -24, 13
58: COc1ccc(C(=O)NCc2cccnc2)cc1S(=O)(=O)N1CCCc2ccccc21
→ -19, 28
59: CC(C)OC(=O)CSc1nnnn1-c1ccc2c(c1)OCCO2
→ -19, 16
60: O=c1c2cc(N3CCOCC3)ccc2[nH]c(=S)n1Cc1ccccn1
→ -8, 32

Carrying on:
Below each SMILES – OX1R antag-1, OX1R antag-2
61: CCOC(=O)c1ccc(NC(=O)C2CCCN(c3cnccn3)C2)cc1 (configuration not stated)
→ 5, 8
62: CCNC(=O)COc1ccc(CC)cc1
→ -7, -4
63: O=C(NCC1COCCO1)c1cc(COc2c(F)cccc2F)on1 (configuration not stated)
→ 7, 17
64: S=C(Nc1ccc(Br)cc1Cl)N1CCCC1
→ -4, 9
65: O=C(COC(=O)c1cncc(Br)c1)NCc1ccc(Cl)cc1
→ -3, 2
66: CCOC(=O)C1CCCN(C(=O)CCc2ccccc2)C1 (configuration not stated)
→ -18, 13
67: COc1cccc(N(Cc2nnc3n2CCCCC3)C(=O)Nc2ccccc2)c1
→ -27, 6
68: CCOC(=O)[C@@H]1[C@H]2COc3cc(OC)ccc3[C@H]2N2C(=O)N(c3ccc(F)cc3)C(=O)[C@@]12C
→ -41, 3
69: O=C(OCc1cc([N+](=O)[O-])cc2c1OCOC2)c1ccc2ccccc2n1
→ -11, 13
70: c1ccc(COC2CCCN(Cc3nc(Cc4ccccc4)no3)C2)cc1 (configuration not stated)
→ -20, 16
71: O=S1(=O)CCC(N=Cc2ccc(-c3ccc(Cl)cc3)o2)C1 (configuration not stated)
→ -5, 12
72: Cc1cc(C)n(C(=O)c2cc3ccccc3c(=O)o2)n1
→ -4, 20
73: CCN1CCN(c2cc(C)c3cc(NC(=S)N4CCC5(CC4)OCCO5)ccc3n2)CC1
→ -5, 20
74: CCn1c(Cn2nnc(-c3ccccc3)n2)nnc1SCC(=O)Nc1ccccc1
→ 44, 50*
75: CC(=O)c1ccc(NC(=O)COC(=O)/C=C/c2cccs2)cc1
→ 26, 50*
76: COc1c2c(cc3oc(C)cc(=O)c13)OC(C(C)(C)OC1OC(CO)C(O)C(O)C1O)C2 (configuration not stated)
→ -2, 6
77: COc1cccc(Nc2nnc(SCC(=O)N3CC(=O)Nc4ccccc43)s2)c1
→ -30, 14
78: Cc1cccc(C)c1OCc1nnc(SCC(=O)Nc2nccs2)o1
→ -14, 6
79: COc1cccc(Cn2c(OCC3CCCO3)nc3c2c(=O)n(C)c(=O)n3C)c1 (configuration not stated)
→ -9, 6
80: COc1cc(CNCCCN2CCOCC2)cc(Cl)c1OCC(=O)NC(C)(C)C
→ -18, 13
81: CC(=O)Nc1ccc(NC(=O)c2nc(S(=O)(=O)Cc3cccc(C)c3)ncc2Cl)cc1
→ 25, 5
82: O=P(Cc1cc(Br)cc(Br)c1OCCO)(c1ccccc1)c1ccccc1
→ -4, 42
83: COc1ccc(/C=C/C(=O)c2ccc3c4c(cccc24)CC3)cc1OC
→ -24, 6
84: Cc1nn(C(C)C(=O)NCCCN2CCCC2)c(=O)c2nn(-c3ccccc3)c(C)c12 (configuration not stated)
→ -14, 12
85: Cc1ccc(CNC(=O)COC(=O)c2cncc(Br)c2)cc1
→ -10, 15
86: COc1cc(C2/C(=C(/O)c3ccc(OCC(C)C)cc3)C(=O)C(=O)N2CCN(C)C)ccc1O (configuration not stated)
→ -12, 5
87: COc1ccc(S(=O)(=O)NCc2ccco2)c2ccccc12
→ 3, 5
88: CCCCOc1ccc(Cl)cc1CSc1n[nH]c(C)n1
→ -24, 28
89: C/C(CC(=O)Nc1ccccn1)=N\NC(=O)c1ccc([N+](=O)[O-])cc1Cl
→ -19, 60
90: COc1ccc(-n2nnc3c(=O)n(CC(=O)NCC4CCCO4)cnc32)cc1 (configuration not stated)
→ -2, 1
91: Cc1cc(OCC(=O)N2CCCC2)cc(C)c1Cl
→ 0, 13
92: Oc1[nH]c2ccccc2c1C=Nc1ccccc1
→ -21, 31
93: Cn1c(CC(=O)c2ccc(Br)cc2)[n+](C)c2ccccc21
→ 1, 10
94: COc1ccc(C(=O)N2CCN(C(=O)c3ccco3)CC2)cc1
→ -12, 3
95: COCCNC(=O)c1ccc2c(=O)n(Cc3ccco3)c(SCC(=O)Nc3ccc(OC)cc3OC)nc2c1
→ -8, -1
96: CCCOc1ccc(C(=O)Nc2cc(S(=O)(=O)N3CCOCC3)ccc2N2CCOCC2)cc1
→ -5, -2
97: COc1ccc(/C=N/NC(=O)C[n+]2ccccc2)c(OC)c1
→ 0, 3
98: Cc1ccc(S(=O)(=O)N2CCC(=O)N(CCOCc3cccc(C)c3)CC2)cc1
→ -30, 16
99: CCCn1c(SCC(=O)NCc2ccco2)nc2c1c(=O)n(C)c(=O)n2C
→ -10, 6
100: COc1ccc(N(CCC#N)C(=O)/C(C#N)=C\c2cccs2)cc1
→ -3, 5

Compound profiles (already shown). Order of screens: OX1R antag-1, OX1R antag-2
`Cn1c(CC(=O)c2ccc(Br)cc2)[n+](C)c2ccccc21` reads 1, 10
`Cc1cc(OCC(=O)N2CCCC2)cc(C)c1Cl` reads 0, 13

Entries listed so far that have a cyano group, in the order listed:
Below each SMILES – OX1R antag-1, OX1R antag-2
18: CCN(CC)C(=O)CN(C#N)c1nc(Cl)nc(N(C)C)n1
→ -6, 1
100: COc1ccc(N(CCC#N)C(=O)/C(C#N)=C\c2cccs2)cc1
→ -3, 5

Next entries follow.
Below each SMILES – OX1R antag-1, OX1R antag-2
101: CC(=O)N1C(c2ccccc2O)C[C@]2(C)CC(=O)NC12 (some centres not stated)
→ 4, 4
102: Cc1nnsc1C(=O)NC1CCCc2c1cnn2-c1cc(F)cc(F)c1 (configuration not stated)
→ -5, 8
103: COc1ccc(Cl)cc1S(=O)(=O)N1CCCC(C(=O)N2CCOCC2)C1 (configuration not stated)
→ -2, 21
104: COc1ccc(OC)c(NC(=O)Cn2cnc3c(cnn3-c3ccccc3)c2=O)c1
→ -13, 16
105: Cc1cc(N2CCN(S(=O)(=O)c3ccccc3)CC2)c2ccccc2n1
→ -5, 6
106: Cc1cc2c(OCC(O)CNCc3ccco3)cccc2[nH]1 (configuration not stated)
→ 2, 7
107: COC(=O)COc1nc(C)c2c(c1C#N)CC(C)(C)OC2
→ -6, 12
108: COc1cccc2c(Nc3ccccc3C)cc(C)nc12
→ -18, 12
109: Clc1cc(NCc2cccs2)ccc1N1CCOCC1
→ -3, 20
110: COc1ccccc1NC(=O)CCc1nnc2ccc(N3CCCCC3)nn12
→ -18, 12
111: COc1ccc(N(CC(=O)Nc2ccc(S(=O)(=O)N3CCCCC3)cc2)S(C)(=O)=O)cc1OC
→ -33, 12
112: CC1=C(C(=O)Nc2ccc(C(=O)NCCC(C)C)cc2)SCCO1
→ 8, 6
113: COCCN(C(=O)COC(=O)CSc1ccccc1)c1c(N)n(Cc2ccccc2)c(=O)[nH]c1=O
→ -18, 10
114: CN(C)NC(=S)Nc1ccc2nc(-c3ccccn3)c(-c3ccccn3)nc2c1
→ -20, 22
115: O=C(CSc1nc(-c2ccccc2)nn1C(=O)c1ccccc1)Nc1cccc([N+](=O)[O-])c1
→ 2, 22
116: COc1ccc(Nc2ccc(Cl)nn2)cc1
→ -18, 24
